# Bioassay records: PubChem, several laboratories
# NPY2 pot ag – potentiators or agonists of human neuropeptide Y receptor Y2; AID 1359; P49146; 220,000 compounds, 0.45% hits; cells expressing NPY-Y2, potentiator/agonist read-out; activation, % at 3.6 µM; in the data active = activation above about 27%;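 also: cells stimulated with NPY near EC25 plus isoproterenol at EC100; 0% = vehicle plus submaximal agonist and 100% = vehicle plus saturating agonist; some results beyond the cut were filed as inactive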
# TRPML3 agonist – activates the human TRPML3 channel. Q8TDD5. HEK293 TRPML3-YFP, Fluo-8 calcium fluorescence; 100% = the carbachol control signal. activation, % at 3 µM. 220,000 compounds, 0.29% hits;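 active = activation above its plate's cutoff, the mean activation of the plate's test wells plus 3 SD, cut at about 12% in these data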;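 also: 0% = DMSO only wells and 100% = carbachol wells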
# Target sequence (Q8TDD5 whole entry, looked up): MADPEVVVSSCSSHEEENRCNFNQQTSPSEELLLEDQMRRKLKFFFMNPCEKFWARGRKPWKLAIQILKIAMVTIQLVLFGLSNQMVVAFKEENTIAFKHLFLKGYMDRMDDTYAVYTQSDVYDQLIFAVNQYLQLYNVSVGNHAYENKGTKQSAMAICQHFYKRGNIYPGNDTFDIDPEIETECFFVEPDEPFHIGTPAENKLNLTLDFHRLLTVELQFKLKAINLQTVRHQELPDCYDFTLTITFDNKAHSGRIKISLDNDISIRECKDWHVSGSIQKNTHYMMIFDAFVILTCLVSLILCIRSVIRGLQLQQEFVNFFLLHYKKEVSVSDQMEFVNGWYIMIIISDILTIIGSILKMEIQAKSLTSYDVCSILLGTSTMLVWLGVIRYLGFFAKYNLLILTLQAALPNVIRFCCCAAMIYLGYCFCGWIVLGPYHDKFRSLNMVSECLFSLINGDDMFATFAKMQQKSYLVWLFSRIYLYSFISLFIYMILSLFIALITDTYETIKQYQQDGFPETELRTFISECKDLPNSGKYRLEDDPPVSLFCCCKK
#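 Material: HEK293 cells stably carrying human TRPML3-YFP; compound dosing: single dose, 3 µM final nominal compound, 0.3% DMSO final; incubation: 1-h 37 °C dye load, 5-s basal, 120-s post-compound reads; technique: Fluo-8 intracellular calcium fluorescence, excitation 470-495 nm, emission 515-575 nm; read-out basis: percent activation from peak-to-basal fluorescence ratio, scaled between DMSO and carbachol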
# NPY-Y1 PAM-ag – human NPY-Y1 potentiation or agonism, primary screen. P25929. NPY-Y1 expressing cells, potentiator/agonist activation. activation, % at 3.6 µM. 220,000 compounds, 0.37% hits; in the data active = activation above about 33%, passing the limit was not always enough;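 also: cells stimulated with NPY at EC10 then isoproterenol at EC100; 0% = low agonist plus stimulus and 100% = saturating agonist plus stimulus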
# Target sequence (P25929 whole entry, looked up): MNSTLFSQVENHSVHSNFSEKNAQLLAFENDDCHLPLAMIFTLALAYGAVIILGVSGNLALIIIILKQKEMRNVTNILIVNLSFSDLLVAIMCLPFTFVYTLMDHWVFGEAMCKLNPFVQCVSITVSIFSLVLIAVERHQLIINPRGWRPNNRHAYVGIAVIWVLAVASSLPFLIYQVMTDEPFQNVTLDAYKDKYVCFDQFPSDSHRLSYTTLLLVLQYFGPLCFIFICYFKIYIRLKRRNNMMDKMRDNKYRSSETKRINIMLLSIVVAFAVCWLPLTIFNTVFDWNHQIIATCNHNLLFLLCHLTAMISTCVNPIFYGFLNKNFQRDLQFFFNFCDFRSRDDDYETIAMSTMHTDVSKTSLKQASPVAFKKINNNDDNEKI
# EP2 mod – modulators of human EP2 prostaglandin E2 receptor; EP2-expressing cells, cAMP HTRF FRET, PGE2 co-stimulation; 260,000 compounds, 0.83% hits; induction, % at 25 µM; P43116;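 active = compounds whose cAMP rise, as percent of the full-agonist control response, exceeds 60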;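 also: rat C6 glioma line stably carrying human EP2 under a CMV promoter; the protocol text gives 20 µM as final concentration; 100% = response of wells given 1 µM PGE2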
# TRPN1 ag – agonists of zebrafish TRPN1 channel | 220,000 compounds, 0.18% hits | activation, % at 3 µM | AID 1424 | HEK293 zebrafish TRPN1-YFP, Fluo-8 calcium fluorescence; 100% = response to 87 µM carbachol;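 active = activation above its plate's cutoff, the mean activation of test wells on that plate plus 3 SD, cut at about 19% in these data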;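 also: 0% = DMSO alone and 100% = 87 µM carbachol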
#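 Material: zebrafish TRPN1-YFP in HEK293 cells; Doses: single test compound dose, 3 µM nominal, 0.3% DMSO; Timing: dye loading 1 h at 37 °C, then 30 min room temperature; Technique: intracellular calcium fluorescence with Fluo-8; Benchmarks: high carbachol 87 µM, low DMSO alone.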
# CHOP inhibitor – CHOP inhibition in unfolded protein response; CHO-K1 CHOP-promoter luciferase, tunicamycin-induced, 15-18 h; inhibition, % at 10 µM; 220,000 compounds, 3.8% hits;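 active = compounds that reduced the stress-induced luciferase reporter signal by more than about 70% of percent inhibition, limit read from the data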;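 also: 0% = tunicamycin plus vehicle and 100% = wells without tunicamycin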
# NPY Y1 blocker – NPY-Y1 (human) receptor antagonism; P25929; HEK293-CNG Y1 cells, membrane potential fluorescence; NPY at EC95, then isoproterenol; inhibition, % at 3.6 µM; 200,000 compounds, 1% hits; AID 1040;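 active = inhibition above the campaign mean inhibition of all tested compounds plus 3 SD, cut at about 20% in these data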;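 also: 0% = DMSO wells given NPY plus isoproterenol and 100% = isoproterenol alone without NPY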
#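 Material: HEK293 cells with Y1 receptor plus CNG channel; times: compound incubation 1 h at room temperature, readout 45 min post-stimulation; signal: fluorescence, membrane potential probe; read-out basis: fluorescence ratio normalized to % inhibition between controls; benchmarks: full-block control isoproterenol-only wells, zero-block control NPY plus isoproterenol wells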
# S1P4 antagonist – antagonists of human S1P4 receptor. S1P4-expressing cells, antagonist mode, reporter read-out. inhibition, % at 4.98 µM. 220,000 compounds, 0.26% hits. AID 1510; in the data active = inhibition above about 29%;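 also: 0% = wells stimulated with agonist and 100% = vehicle wells without agonist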
# S1P4 agonist – human S1P4 receptor agonism | O95977 | S1P4-expressing cell line, agonist reporter assay | activation, % at 4.98 µM | 220,000 compounds, 0.35% hits; in the data active = activation above about 11%;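 also: 0% = DMSO vehicle and 100% = reference agonist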
# * marks the source's active call; other numbers are inactive results; nt = no result given; & = joins results of further samples.
SMILES,NPY2 pot ag,TRPML3 agonist,NPY-Y1 PAM-ag,EP2 mod,TRPN1 ag,CHOP inhibitor,NPY Y1 blocker,S1P4 antagonist,S1P4 agonist
Cc1cc(C)nc(Nc2n[nH]c(COc3ccc(Cl)cc3)n2)n1,14,0.4,-8,-26,0.2,93*,2,4,-0.1
CCc1ccc(NCCC(=O)c2ccc(Br)cc2)cc1,-2,0.4,-23,-17,-0.2,-14,0,1,-0.3
O=C(C1CC(Cl)CN1S(=O)(=O)c1ccc(Cl)cc1)N1CCOCC1 (stereo not given),9,-0.2,18,-12,-0.8,-1,3,-11,-1.6
O=C(Nc1nccs1)C1CCCCN1S(=O)(=O)c1ccccc1 (stereo not given),8,0.9,21,6,1.8,-3,nt,-6,0.0
COc1ccc(C(=O)c2c(C(F)(F)F)oc3c2C(=O)c2ccccc2C3=O)cc1OC,-6,0.4,-28,-46,-0.6,106*,-4,33*,-0.5
CCOC(=O)c1cnc2ccc(OCC)cc2c1NCc1ccccc1OC,-24,0.4,-60,4,0.1,82*,27*,-22,-1.2
CCCn1cc(NC(=O)c2cc3n(n2)C(C(F)(F)F)CC(c2ccccc2)N3)cn1 (stereo not given),-2,0.7,2,-26,0.1,10,-6,-20,2.9
CC1Cc2ccccc2N1C(=O)CSc1nnc(-c2ccc(S(=O)(=O)N3CCCC3)cc2)n1C (stereo not given),9,0.1,-13,8,3.3,-2,-1,0,0.9
COC(=O)Cc1ccc(OCc2ccc(Cl)nc2)cc1,6,-0.6,6,-9,1.5,-12,0,-4,0.4
Oc1ccc(/C=C/c2cnccn2)cc1,-4,1.6,-13,0,3.0,30,nt,-14,-0.5
CN(/C=C/c1c([N+](=O)[O-])c(=O)n(C)c(=O)n1C)c1ccccc1,-13,0.1,19,-8,2.0,16,1,6,2.1
Cc1ccc(C2CC(c3ccco3)n3nc(N)nc3N2)cc1 (stereo not given),1,0.8,3,3&-33,2.2,23,2,-5,-2.0
O=C(NC1(C(F)(F)F)N=C2SCCN2C1=O)c1ccco1 (stereo not given),-6,-0.2,1,23,1.2,1,-3,-7,0.5
O=C(COC(=O)c1ccc(O)cc1)Nc1ccc(OC(F)F)cc1,-4,2.1,12,-50,3.9,-15,3,17,-1.0
O=C(Nc1cccnc1)c1ccc(Cl)c([N+](=O)[O-])c1,2,0.1,-8,1,-0.4,-9,9,6,-1.8
CC1CCCN(CCC(=O)Nc2ccc3c(c2)CCC3)C1 (stereo not given),-6,0.6,-8,2,-1.1,-10,-1,-3,1.8
Cn1cc([N+](=O)[O-])c(C(=O)Nc2ccn(C34CC5CC(CC(C5)C3)C4)n2)n1,3,-0.3,16,-87,-0.1,29,-8,-12,-0.5
Cc1ccc2cccc(Oc3ncnc4scc(-c5ccc(Cl)cc5)c34)c2n1,2,-0.9,-6,33,0.0,26,7,-1,0.6
COc1cccc(CN2CCN(Cc3cc(OC)c(OC)cc3[N+](=O)[O-])CC2)c1,-1,-0.3,14,24,0.5,11,2,-9,1.6
O=C(NCc1ccccn1)C(=O)C1C(=O)Nc2ccccc21 (stereo not given),4,0.3,12,0,-0.5,-2,2,-3,0.5

# One compound at a time, from the list above. Screens in order: NPY2 pot ag	TRPML3 agonist	NPY-Y1 PAM-ag	EP2 mod	TRPN1 ag	CHOP inhibitor	NPY Y1 blocker	S1P4 antagonist	S1P4 agonist
# `COc1cccc(CN2CCN(Cc3cc(OC)c(OC)cc3[N+](=O)[O-])CC2)c1` is listed with -1	-0.3	14	24	0.5	11	2	-9	1.6
# `Cc1ccc2cccc(Oc3ncnc4scc(-c5ccc(Cl)cc5)c34)c2n1` is listed with 2	-0.9	-6	33	0.0	26	7	-1	0.6
# `O=C(COC(=O)c1ccc(O)cc1)Nc1ccc(OC(F)F)cc1` is listed with -4	2.1	12	-50	3.9	-15	3	17	-1.0
# `Cc1ccc(C2CC(c3ccco3)n3nc(N)nc3N2)cc1` (stereo not given) is listed with 1	0.8	3	3&-33	2.2	23	2	-5	-2.0
# `Cn1cc([N+](=O)[O-])c(C(=O)Nc2ccn(C34CC5CC(CC(C5)C3)C4)n2)n1` is listed with 3	-0.3	16	-87	-0.1	29	-8	-12	-0.5

# New compounds follow:
SMILES,NPY2 pot ag,TRPML3 agonist,NPY-Y1 PAM-ag,EP2 mod,TRPN1 ag,CHOP inhibitor,NPY Y1 blocker,S1P4 antagonist,S1P4 agonist
COc1ccc(CC(NC(C)=O)C(=O)NC2CCN(C(=O)Nc3ccc(Cl)cc3)CC2)cc1OC (stereo not given),9,0.6,-8,23,-0.9,-3,-6,-1,0.2
CCOC(=O)c1c(C)c(-c2ccccc2)n(CC(=O)N2CCCC2)c1C,9,-0.4,10,-18,0.0,15,2,-3,-0.1
c1ccc(C(c2nnnn2C2CCCCC2)N2CCc3ccccc3C2)nc1 (stereo not given),3,0.1,-5,-1,0.5,-5,-1,4,1.7
COCCOn1c(SCCOC)nc2ccccc2c1=O,10,0.2,-3,6,1.0,-6,nt,-2,1.8
COc1ccc2c(c1)C(c1ccc(N3CCOCC3)cc1)=NNC(c1cccnc1)=N2,6,0.1,16,19,0.3,11,0,8,-0.8
COc1ccc(C(=O)/C=C/Sc2nc3ccccc3o2)cc1,-18,0.8,-19,-54,0.2,82*,nt,4,0.3
CN(C(=O)CSCC(=O)O)C1CCCCC1,-2,1.0,12,-5,0.8,20,-3,-10,-0.2
N#Cc1sc(C(N)=O)c(-c2ccccc2)c1-c1ccccc1,20,-1.1,15,-5,-0.7,-3,nt,7,0.0
CCOC(=O)c1c(C=O)c(C)n(Cc2ccccc2)c1C,-10,-0.7,-12,12,-0.4,17,10,-8,6.0
CCOc1ccccc1N(C(=O)Nc1cccc(Cl)c1)C1=NC(C)CS1 (stereo not given),11,0.7,12,48,-1.7,21,2,3,-0.2
Cc1cc(=O)oc2cc(OCC(=O)OCC(=O)N3CCC(C)CC3)ccc12,7,2.0,7,-15,3.4,9,1,-29,1.4
CCN(CC)S(=O)(=O)c1cccc(-c2nnc(SCC(N)=O)n2C)c1,-3,0.9,-3,19,-0.5,-10,-3,-1,-2.0
CCCCC(CCC(=O)Nc1ccccc1C(=O)OCC)C(=O)O (stereo not given),-64,-0.2,-16,6,-0.7,13,23*,1,-0.1
Cc1nc(N2CCc3ccccc3C2)[nH]c(=O)c1CCC(C)C,14,0.7,-18,-24,0.7,4,-1,5,-2.4
CCCc1cc(=O)oc2cc(OCc3cc(OC)c(OC)c(OC)c3)c(Cl)cc12,-12,0.6,-18,8,-0.1,56,2,-6,0.8
CN(C(=O)COC(=O)CCc1c[nH]c2ccccc12)C(c1ccccc1)c1ccccc1,-3,0.1,7,29,-0.8,61,7,-12,4.4
O=C(O)c1cccc(N2C(=O)/C(=C/c3ccc([N+](=O)[O-])cc3)C=C2c2ccccc2)c1,-16,1.1,-11,-16,0.1,41,-2,-3,0.1
CCOC(=O)CSc1nnc(Cn2nnc(-c3ccccc3)n2)n1C,4,0.8,-1,16,-0.3,20,-5,-14,0.1
Cc1c(-c2csc(N)n2)cnn1C,-1,0.1,13,-59,-0.4,-21,8,-10,-0.4
Cc1ccc2[nH]c(=O)c(COC(=O)C3CCCCC3)cc2c1,-7,-0.4,-1,-37,-1.2,14,nt,-1,-1.5
O=C(NCc1cccs1)C1CC(c2ccc(Cl)c(Cl)c2)=NO1 (stereo not given),-35,0.2,-18,-96&-93,1.2,10,24*,-10,1.0
CC(=O)c1cn(CCCCCCCn2cc(C(C)=O)c(=O)[nH]c2=O)c(=O)[nH]c1=O,-9,0.8,10,-12,1.0,20,6,-18,1.2
C=C(C)c1cccc(C(C)(C)NC(=O)N(C)C2CCN(C)CC2)c1,-1,0.8,13,-16,0.5,6,3,-7,0.8
Cc1ccc(N2C(=O)N(CC(=O)N3CCCc4ccccc43)C(=O)C2C)cc1 (stereo not given),3,0.2,16,-37,-1.5,-12,1,-20,0.8
CCn1c(SCC(=O)Nc2ccc(OC)c(OC)c2)nnc1-c1cccs1,8,0.7,19,8,0.7,16,4,-20,0.1
CCN1CCN(CCCNC(=O)c2cc3cc4ccc(OC)cc4nc3o2)CC1,4,0.6,-7,nt,0.3,nt,1,-7,0.2
Cc1cccc(-c2n[nH]c(=S)n2/N=C/c2ccc(C)o2)c1,0,-1.2,4,-5,0.7,26,2,-10,-0.9
O=C(N/N=C\c1ccccn1)C1COc2cc3ccccc3cc2O1 (stereo not given),-14,0.4,-29,-26,3.2,72*,7,8,-0.2
Cc1ccc(Nc2cc(C)nc3nc(C)nn23)cc1,7,0.3,5,31,-0.9,30,-2,17,-0.5
O=C(c1cccs1)N(Cc1nc2sc3c(c2c(=O)[nH]1)CCCC3)C1CCCC1,-3,-0.2,-9,27&23,0.1,-1,12,10,-0.2
CN(Cc1nc2ccccc2c(=O)[nH]1)Cc1nc2ccsc2c(=O)[nH]1,3,2.3,11,16,1.6,7,-5,-15,-1.8
Clc1ccc(OCCn2c(-c3ccco3)nc3ccccc32)cc1,-25,-0.2,-44,16,-0.9,19,19,0,0.4
COc1ccc(C(=O)NCC(=O)N/N=C/c2ccc([N+](=O)[O-])o2)cc1OC,-20,1.1,0,-11,1.6,-82,nt,0,0.7
O=C(Nc1cc(C(F)(F)F)ccc1N1CCOCC1)c1ccc2ccccc2n1,2,0.2,-7,57,0.7,32,0,-11,-2.0
N/C(=N\N=C/c1ccc(Br)cc1)N/N=C\c1ccc(Br)cc1,-30,0.7,-48,-2,-0.3,-4,11,1,-1.6
Cc1occc1C(=O)NNC(=O)c1ccc(F)cc1,-9,1.1,-15,-12&-7,0.0,7,4,-2,0.1
Cc1ccc(N(CC(=O)NC2CCC(C)CC2)S(=O)(=O)c2cccnc2)cc1 (stereo not given),9,0.1,-1,0,0.4,52,2,-17,2.1
COc1ccc(C(=O)N/C=C/n2cnc3cc(C(F)(F)F)ccc32)cc1,-4,0.8,17,-8,-0.3,7,nt,-6,1.4
CCOC(=O)C1=NN(C(=O)COc2ccccc2)C(O)(c2ccc(Br)cc2)C1 (stereo not given),9,-0.4,5,2,-0.9,25,-2,-6,2.6
